# Screens (PubChem BioAssay)
# D3 antag: antagonists of human D3 dopamine receptor. P35462. D3R cells, DiscoveRx beta-arrestin luminescence, antagonist mode; stronger effect = lower value. max response, negative = inhibition, %. 2.5% of 360,000 active. AID 652054; in the data active = max response below about -50%; inconclusive = no clear call, values can overlap the other calls; note: % is set by controls: 0 for no effect and ±100 for the full control effect; mostly tested at two doses, the higher about 12 µM
#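 Cells expressing the human receptor were seeded at 1500 cells/well, incubated overnight at 37 degrees C in 5% CO2, then exposed to library compounds with dopamine controls for 90 minutes at 37 degrees C before luminescent detection.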
# GLP1R cytotox: cytotoxicity counter-screen for GLP-1 receptor inverse agonists; AID 624418; Potency, µM (titrated, usually from 38.3 µM), inactives show at the top dose activity change, negative = inhibition, usual class: inhibitors; HEK293 cAMP-luciferase reporter cells, luminescence, 24 h; 0.13% of 410,000 active;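 note: loss of luciferase light is scored as toxicity; potency is the fitted concentration of half-maximal effect; % is set by controls: 0 for no effect and ±100 for the full control effect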
#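 Cells in DMEM/10% Nu serum/1% pen-strep, 1536-well format. Pre-incubated 12 h, dosed with 23 nL compound, incubated a further 24 h. Luciferase detection, 12 min at room temp, luminescence.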
# GLP-1R inv ag: GLP-1 receptor (human) inverse agonism; P43220; HEK293 GLP-1R CRE-luciferase, luminescence, 24 h; GLP-1R form is constitutively active; Potency, µM (series often up to 38.3 µM), inactives show top-dose activity change, negative = inhibition, actives largely listed as inhibitors; 1.6% of 410,000 active; note: potency is the fitted concentration of half-maximal effect; % is set by controls: 0 for no effect and ±100 for the full control effect; nearly all actives have a fitted effect of over 55% in size
# Target sequence (P43220 whole entry, looked up): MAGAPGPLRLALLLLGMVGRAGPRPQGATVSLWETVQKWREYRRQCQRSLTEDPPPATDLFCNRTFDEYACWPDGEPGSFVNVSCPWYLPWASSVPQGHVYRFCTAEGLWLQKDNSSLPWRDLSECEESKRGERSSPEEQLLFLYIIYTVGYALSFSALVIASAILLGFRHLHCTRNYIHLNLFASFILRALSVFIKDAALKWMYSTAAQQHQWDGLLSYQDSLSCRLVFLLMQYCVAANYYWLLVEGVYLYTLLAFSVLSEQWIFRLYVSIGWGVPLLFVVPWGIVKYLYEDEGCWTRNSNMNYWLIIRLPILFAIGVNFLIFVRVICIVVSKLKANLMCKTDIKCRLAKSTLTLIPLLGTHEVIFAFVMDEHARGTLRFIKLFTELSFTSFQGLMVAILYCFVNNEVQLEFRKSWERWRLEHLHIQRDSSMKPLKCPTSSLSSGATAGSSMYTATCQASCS
#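 qHTS in 1536-well format: reporter HEK293 cells expressing constitutive GLP-1R activity in DMEM + 10% Nu serum, 24 hr with compounds at 37 deg C, luminescence read after 12 min with detection reagent.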
# PI5P4Ka inh: inhibitors of human PI5P4K alpha; AID 652105; max response, %; 1.2% of 330,000 active; PI5P4Kalpha enzyme, ADP-Glo luminescence, 60 min; stronger effect = lower value; active = max response of -50% or lower; inconclusive = between -30% and -50%; inactive = -30% or higher; note: value at the top dose of about 77 µM; % is set by controls: 0 for no effect and ±100 for the full control effect
#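 Luminescence from ADP-Glo served as readout of PI5P4Kalpha activity in a qHTS format. Reaction: enzyme, substrate, compound, ATP at 5 microM final, 60 min at RT.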
# WRN inhibitor: inhibitors of human WRN helicase | Q14191 | WRN helicase unwinding, fluorescent forked duplex, kinetic | Potency, µM (top dose mostly 114 µM), inactives show at the highest dose activity change, negative = inhibition, usual class: inhibitors | 0.46% of 360,000 active | AID 651768; note: potency is the fitted concentration of half-maximal effect; % is set by controls: 0 for no effect and ±100 for the full control effect; nearly all actives have a fitted effect of over 55% in size
#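 WRN at 20 nM final preincubated with compound 15 min at room temperature; reaction started with 100 nM fluorophore/quencher forked duplex oligonucleotide and 2 mM ATP final. Unwinding followed kinetically by red fluorescence (ex 525, em 598 nm).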
# GLP-1R agonist: activates the human GLP-1 receptor; P43220; AID 624172; Potency, µM (highest dose often 45.6 µM), for the others: top-dose activation, actives largely listed as activators; 0.007% of 380,000 active; HEK293 GLP-1R CRE-luciferase, luminescence, 4-6 h; cells express a hypersensitive GLP-1R form; note: potency is the fitted concentration of half-maximal effect; % of control where 0% means no effect
# D3 ag: agonists of human D3 dopamine receptor; AID 652048; P35462; 0.58% of 410,000 active; max activation, %; D3R DiscoveRx beta-arrestin cells, luminescence, 90 min; in the data active = max activation above about 30%; note: 0% is about no effect; mostly tested at two doses, the higher about 12 µM
#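 Agonist mode: compounds and dopamine controls were applied to plated cells for 90 min at 37 degrees C after an overnight attachment at 1500 cells/well. Luminescent read-out followed 30 - 60 minutes at room temperature with DiscoveRx detection reagent.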
# PLK1 PBD block: inhibitors of human PLK1 polo-box domain binding; Plk1 PBD binding of FITC phosphopeptide, fluorescence polarization; Potency, µM, inactives show max response, negative = inhibition, most hits filed as inhibitors; 2.8% of 360,000 active; AID 720504; note: potency is the fitted concentration of half-maximal effect; series mostly up to about 57 µM; % is set by controls: 0 for no effect and ±100 for the full control effect; nearly all actives have a fitted effect of over 65% in size
# Target sequence (P53350 whole entry, looked up, the tested form may be a part): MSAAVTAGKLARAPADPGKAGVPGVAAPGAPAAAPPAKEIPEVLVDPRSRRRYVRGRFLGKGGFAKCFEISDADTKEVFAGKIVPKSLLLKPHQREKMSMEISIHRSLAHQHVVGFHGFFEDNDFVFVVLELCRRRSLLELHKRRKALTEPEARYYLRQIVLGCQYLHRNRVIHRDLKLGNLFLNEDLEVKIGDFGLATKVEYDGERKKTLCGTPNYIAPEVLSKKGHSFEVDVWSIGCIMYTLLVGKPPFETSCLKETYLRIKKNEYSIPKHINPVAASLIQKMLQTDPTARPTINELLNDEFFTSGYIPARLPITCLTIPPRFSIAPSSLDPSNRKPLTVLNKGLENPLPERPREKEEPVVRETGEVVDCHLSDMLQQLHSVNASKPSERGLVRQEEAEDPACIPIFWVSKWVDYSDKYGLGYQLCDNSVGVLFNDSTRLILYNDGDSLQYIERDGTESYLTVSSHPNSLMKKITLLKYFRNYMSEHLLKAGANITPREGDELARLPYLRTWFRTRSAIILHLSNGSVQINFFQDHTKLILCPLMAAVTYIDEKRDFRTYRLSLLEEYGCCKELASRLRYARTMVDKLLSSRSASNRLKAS
# IL2 activator: activates IL-2 in a cell-based reporter assay. AID 652025. activation, % (series mostly up to about 46 µM). IL-2 activation reporter assay, cell-based qHTS; stimulated with anti-CD3/CD4/CD28 beads; in transgenic mouse T cells. 0.065% of 360,000 active; in the data active = activation above about 50%; inconclusive = mostly about 30% to 49%; note: 0% is about no effect
#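 Unstimulated transgenic mouse T cells, 750 per well, received compound and, after 60 minutes, anti-CD3/anti-CD4 bead plus anti-CD28 stimulation. EGFP and DsRed were quantified after 18 hours.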
# An asterisk follows results filed as active; ? = inconclusive; nt = not tested or not shown; [ ] = another dose, or the depositor's remark. Unless noted, calls come from the whole dose curve; as a rule, active = well fitted curve in the direction sought with a large enough effect; inconclusive = small, poorly fitted or top-dose-only effect, or another doubt; inactive = no such curve, though single readings can be large; an effect the other way counts as inactive or inconclusive.
SMILES,D3 antag,GLP1R cytotox,GLP-1R inv ag,PI5P4Ka inh,WRN inhibitor,GLP-1R agonist,D3 ag,PLK1 PBD block,IL2 activator
Cc1onc(-c2ccc3c(c2)OCO3)c1-c1ccc2[nH]ccc2c1,0,?,8.9µM*,0,-10%,-1%,-37,-9%,-3.3
Cc1ccc(S[C@@H](CCN2CC[C@H](NC(=O)OCc3ccccc3)CCC2=O)c2ccccc2)cc1,?,8%,?,-6,0%,-4%,-6,?,-0.7
Cc1ccc(-c2cc(N)n[nH]2)cc1,21,5%,1%,nt,-7%,15%,16,?,-0.9
CC(C)c1nnc(SCC(=O)N2CCc3ccccc32)n1C,9,-7%,4%,nt,2%,-1%,2,-11%,0.1
COc1cccc(N2C(=O)CC(N3CCN(S(=O)(=O)c4ccccc4)CC3)C2=O)c1 (centres undefined),15,-5%,11%,-6,8%,-7%,2,-3%,0.7
O=C(COc1cccc2c1CCN(Cc1ccccc1)C2=O)N1CCCCC1,5,4%[0.307 µM],-18%[0.307 µM],1,-2%,-6%,5,-5%,0.1
Nc1ccccc1N=Nc1ccccc1N,?,-9%,0%,3,-13%,-3%,-27,-8%,0.4
Cc1cc(=O)[nH]c(SCC(=O)Nc2ccc(C)c(S(=O)(=O)N3CCCCC3)c2)n1,-2,28%,32%[activator],-2,-25%,10%,-4,-14%,-2.1
C=CCn1c(SC(C)C(=O)NCc2ccc3c(c2)OCO3)nc2scc(-c3ccccc3)c2c1=O (centres undefined),-3,7%,-1%,nt,-5%,-5%,8,-4%,-1.3
CC1(c2ccccc2)NC(=O)N(CC(=O)N2CCN(S(=O)(=O)c3cccc(C(F)(F)F)c3)CC2)C1=O (centres undefined),-1,-1%,?,-3,1%,-2%,1,-12%,0.0
CCOc1cc(-c2nnc(NC(=O)C3=COCCO3)o2)cc(OCC)c1OCC,17,-3%,4%,8,2%,-8%,1,-1%,-0.9
Cc1ccc(OC(=O)CCC(=O)Oc2ccc(C)cc2C)c(C)c1,10,6%,4%,23,3%,2%,3,9%,1.6
CCC(C)NC(=O)CSc1nc2c(sc3ccccc32)c(=O)n1CCc1ccccc1 (centres undefined),nt,-1%,22%,nt,nt,1%,-8,nt,nt
CC(C)(C)NCC(=O)N/N=C/c1ccc(OCc2ccccc2)cc1,-4,2%,?,-6,0%,8%,4,-1%,-0.1
O=C(c1cn(-c2ccccc2)nc1-c1ccccc1)N1CCN(c2ccccn2)CC1,-4,-26%,?,12,-5%,0%,1,2%,-0.1
CCCN1CCC(=O)N(CCOc2ccccc2)CC1,-22,4%,9%,8,6%,-3%,-42,-2%,0.3
C[C@H]1CCC(=O)N(CCSc2ccc(Br)cc2)CC1,15,8%,?,-1,-1%,15%,-22,-6%,-2.9
Cc1nc(N2CCOCC2)nc(OCCN2CCOCC2)c1[N+](=O)[O-],3,0%,1%,1,-6%,11%,6,-10%,-2.3
COc1ccc(S(=O)(=O)N2CCOC2CNC(=O)C(=O)NCCN(C)C)cc1 (centres undefined),8,-19%,25%,6,10%,2%,-3,-2%,-0.6
O=C(O)CC(c1cccc(Cl)c1)n1cccc1 (centres undefined),13,4%,-8%,2,-8%,-9%,4,-11%,1.1
Cn1c(-c2ccc(N)cc2)nc2ccccc21,12,-16%,5%,0,-4%,-4%,1,-8%,-0.4
Cn1ncc2c1ncn1nc(COc3ccc4ccccc4c3)nc21,0,4%,5%,-4,1%,-9%,5,-1%,0.5
CSc1ccc(/C=N\NC(=O)CNc2ccc(C)cc2)cc1,7,4%,6%,nt,-8%[57.1 µM],8%,1,-3%,-2.0
CSc1ccccc1C(=O)NCCSc1ccccc1,-13,0%,-6%,nt,-8%,9%,9,-4%,1.2
NC(=O)c1sc2nc(N3CCOCC3)c3c(c2c1N)CCCC3,-23,13%,159%[activator],?,-19%,18%,7,27µM*,-0.6
Cc1ccc(NC(=O)c2ccccc2CCc2ccccc2)c(C)c1,9,5%,-12%,nt,-12%,11%,4,-2%,-1.6
O=C(CSc1ccc(F)cc1)N1CCN(S(=O)(=O)c2ccccc2)CC1,-3,-8%,-22%,6,5%,11%,1,-18%,-3.5
C/C(=N\NC(=O)c1ccc(Cn2cc([N+](=O)[O-])cn2)o1)c1cccc(NC(=O)c2cccnc2)c1,0,2%,1%,9,-4%,-4%,2,-5%,-3.3
CCc1nc2cccnc2n1-c1ccc(CC(=O)NCCOC)cc1,14,-5%,-4%,0,-7%,11%,4,-14%,-1.0
O=C(Nc1ccc(S(=O)(=O)NCc2cccnc2)cc1)c1ccccc1Cl,-83*,-3%,26%,4,-17%,1%,-8,-30%,0.2
O=C(CSc1nnc(COc2ccc(Cl)cc2)o1)Nc1nccs1,-1,-1%,?,-12,-1%,0%,2,-11%,0.4
O=[N+]([O-])c1cccc(S(=O)(=O)NCC2CC3CCC2C3)c1 (centres undefined),9,1%,?,-5,-3%,5%,-6,5%,-1.4
COc1ccc(C(C)=O)cc1CSc1nncn1-c1ccccc1,5,-6%,26%,-8,-1%,16%,-2,3%,0.3
Cc1cccc(-c2nsc(SCC(=O)Nc3cc(C)on3)n2)c1,16,-17%,-4%,nt,5%,3%,4,?,1.2
N#CCCn1c(SCC(=O)NCCc2ccc(F)cc2)nc2ccccc21,-23,-7%,2%,-8,-9%,2%,12,-9%,-0.5
Cc1cc(C)[n+](-c2ccc(Oc3ccccc3)c(S(=O)(=O)[O-])c2)[nH]1,10,2%,0%,-16,-16%,-1%,7,27µM*,-0.6
CSCCCN1CC[C@@H](N2CCN(c3ccccc3F)CC2)[C@H](O)C1,-26,-7%,-5%,3,10%,-5%,2,1%,-0.4
COc1ccc(-n2nc(C(=O)NCC(=O)N3CCN(c4ccccc4F)CC3)c3ccccc3c2=O)cc1OC,21,-4%,-3%,8,-1%,12%,4,1%,-1.3
Fc1ccc(-c2[nH]ncc2CN(CC2CCC2)CC2CCCO2)c(F)c1 (centres undefined),-9,-8%,?,9,-3%[57.1 µM],-3%,6,3%,3.1
CC1(C(=O)Nc2cccc3c2CCCC3)CCN1C(=O)CCC1CCCC1 (centres undefined),0,-2%,11µM*,4,-2%,23%,-8,-7%,-1.0
C=CC(=O)NC(NC(=O)C=C)c1ccccc1F,1,-11%,50%[activator],-1,-12%,8%,8,-11%,-0.7
COC(=O)c1c(-c2ccc(C(C)(C)C)cc2)csc1NC(=O)C1C2CCC(O2)C1C(=O)O (centres undefined),5,-10%,-2%,?,-35%[57.1 µM],-8%,3,2.7µM*,-0.4
O=C(CCl)c1ccc(Cc2ncc(C(F)(F)F)cc2Cl)s1,0,?,-23%,2,-24%,21%,3,2.4µM*,-0.8
O=C(NC(=S)Nc1ccc(S(=O)(=O)Nc2nccs2)cc1)c1ccccc1F,1,-3%[0.307 µM],-4%[0.307 µM],-18,-5%,0%,2,15µM*,-0.6
COc1ccc(CNC(=O)C[C@@H]2C[C@H]3c4cc(NC(=O)C5CCC5)ccc4O[C@H]3[C@@H](CO)O2)cc1,12,5%,11%,1,9%,12%,-3,-8%,-0.5

# An excerpt taken from the entries so far:
SMILES,D3 antag,GLP1R cytotox,GLP-1R inv ag,PI5P4Ka inh,WRN inhibitor,GLP-1R agonist,D3 ag,PLK1 PBD block,IL2 activator
O=C(CSc1nnc(COc2ccc(Cl)cc2)o1)Nc1nccs1,-1,-1%,?,-12,-1%,0%,2,-11%,0.4
O=[N+]([O-])c1cccc(S(=O)(=O)NCC2CC3CCC2C3)c1 (centres undefined),9,1%,?,-5,-3%,5%,-6,5%,-1.4
COc1ccc(C(C)=O)cc1CSc1nncn1-c1ccccc1,5,-6%,26%,-8,-1%,16%,-2,3%,0.3
Cc1cccc(-c2nsc(SCC(=O)Nc3cc(C)on3)n2)c1,16,-17%,-4%,nt,5%,3%,4,?,1.2
N#CCCn1c(SCC(=O)NCCc2ccc(F)cc2)nc2ccccc21,-23,-7%,2%,-8,-9%,2%,12,-9%,-0.5

# The results go on:
SMILES,D3 antag,GLP1R cytotox,GLP-1R inv ag,PI5P4Ka inh,WRN inhibitor,GLP-1R agonist,D3 ag,PLK1 PBD block,IL2 activator
Cc1ccc(Cl)c(OC(=O)Cn2cnc3c2c(=O)n(C)c(=O)n3C)c1,-8,3%,10%,-3,-34%,-1%,4,-20%,-1.1
O=C(c1ccc(F)cc1)C1CCN(C(=S)Nc2ccc(F)cc2)CC1,6,-2%,?,-1,-7%,0%,1,4%,0.5
CN(C(=O)CCN1C(=O)/C(=C/c2ccccc2F)SC1=S)C1CCS(=O)(=O)C1 (centres undefined),6,-6%,7%,-3,-1%,-4%,6,-16%,-0.9
Cc1ccc(C)c(SCC(=O)NC2CCS(=O)(=O)C2)c1 (centres undefined),0,17%,8%,3,-12%,-16%,6,-19%,0.1
c1ccc(Nc2c(-c3ccccc3)nc3ncccn23)cc1,nt,-16%,-4%,nt,nt,-2%,-3,nt,nt
Cc1ccc(N(CC(=O)NCc2ccccc2)S(=O)(=O)c2c(C)noc2C)cc1,-10,-1%,-2%,0,2%,7%,-6,-11%,-2.1
COc1cccc(C(=O)Nc2cc(C)ccc2NC(=O)COc2ccccc2)c1,11,-17%,?,-1,4%,0%,9,-6%,-0.3

# Of the compounds above, these have a nitro group on carbon.
SMILES,D3 antag,GLP1R cytotox,GLP-1R inv ag,PI5P4Ka inh,WRN inhibitor,GLP-1R agonist,D3 ag,PLK1 PBD block,IL2 activator
Cc1nc(N2CCOCC2)nc(OCCN2CCOCC2)c1[N+](=O)[O-],3,0%,1%,1,-6%,11%,6,-10%,-2.3
C/C(=N\NC(=O)c1ccc(Cn2cc([N+](=O)[O-])cn2)o1)c1cccc(NC(=O)c2cccnc2)c1,0,2%,1%,9,-4%,-4%,2,-5%,-3.3
O=[N+]([O-])c1cccc(S(=O)(=O)NCC2CC3CCC2C3)c1 (centres undefined),9,1%,?,-5,-3%,5%,-6,5%,-1.4
